# Bioassay records: PubChem BioAssay, National Center for Advancing Translational Sciences (NCATS)
# EPAC1 antagonist – EPAC1 (human) antagonism. O95398. EPAC1 GEF assay, Rap1b-BODIPY-GDP exchange fluorescence. Potency, µM (series often up to 115 µM), without a hit: top-dose activity change, negative = inhibition, most hits filed as inhibitors. 360,000 tested, 0.14% active. AID 720709;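 further: potency means the concentration at half of the fitted maximal effect; plate controls were vehicle for no effect and positive control for full effect; nearly all actives have a fitted effect of over 50% in size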
# IL2 activator – IL-2 activation | activation, % (series mostly up to about 46 µM) | AID 652025 | IL-2 activation reporter assay, cell-based qHTS; stimulated with anti-CD3/CD4/CD28 beads; in transgenic mouse T cells | 360,000 tested, 0.065% active; in the data active means activation above about 50%; inconclusive means mostly about 30% to 49%; further: 0% is about no effect
#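 Unstimulated transgenic mouse T cells preincubated 60 min with compound, then stimulated with anti-CD3/anti-CD4-coated beads plus anti-CD28 for 18 h at 37 degrees C. IL-2 response read as EGFP and DsRed fluorescence by plate cytometry.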
# aSyn yeast inh – rescues yeast growth from alpha-synuclein toxicity. Yeast expressing alpha-synuclein, growth rescue, BacTiter-Glo, 24 h. Potency, µM (titrated, usually from 46.1 µM), inactives show at the top dose growth rescue (activation), hits mostly activators. 370,000 tested, 0.14% active. AID 652106; further: potency means the concentration at half of the fitted maximal effect; % of control where 0% means no effect; nearly all actives have a fitted effect of over 65% in size
#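 Readout is rescue of growth in alpha-synuclein-expressing yeast, so inhibitors of toxicity appear as activators. Growth after 24 hr at 30 deg C in galactose medium is quantified by luminescence.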
# PLK1 PBD block – inhibitors of human PLK1 polo-box domain binding | AID 720504 | P53350 | Plk1 PBD binding of FITC phosphopeptide, fluorescence polarization | 360,000 tested, 2.8% active | Potency, µM, for inactives: max response, negative = inhibition, most hits filed as inhibitors; further: potency means the concentration at half of the fitted maximal effect; series mostly up to about 57 µM; on the % scale 0 is the no-effect control and ±100 the full control effect; nearly all actives have a fitted effect of over 65% in size
# Target sequence (P53350 whole entry, looked up, the tested form may be a part): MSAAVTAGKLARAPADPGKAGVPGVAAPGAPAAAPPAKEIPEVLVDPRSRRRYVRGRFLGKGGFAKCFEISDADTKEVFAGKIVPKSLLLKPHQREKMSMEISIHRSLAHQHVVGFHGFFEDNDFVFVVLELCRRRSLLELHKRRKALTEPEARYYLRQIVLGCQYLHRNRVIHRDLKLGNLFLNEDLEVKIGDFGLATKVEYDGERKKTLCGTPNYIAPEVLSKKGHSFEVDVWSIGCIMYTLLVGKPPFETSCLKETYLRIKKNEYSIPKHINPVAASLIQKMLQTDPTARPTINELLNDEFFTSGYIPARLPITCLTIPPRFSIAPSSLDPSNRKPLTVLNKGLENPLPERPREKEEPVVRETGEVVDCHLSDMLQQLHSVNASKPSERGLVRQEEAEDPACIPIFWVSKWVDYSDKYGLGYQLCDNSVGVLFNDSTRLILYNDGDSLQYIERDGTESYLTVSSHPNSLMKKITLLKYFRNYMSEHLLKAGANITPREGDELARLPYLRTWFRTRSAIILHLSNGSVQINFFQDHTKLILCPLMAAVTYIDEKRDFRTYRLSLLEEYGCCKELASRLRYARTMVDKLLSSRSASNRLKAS
# WRN helicase inh – inhibitors of human WRN helicase. WRN helicase unwinding, fluorescent forked duplex, kinetic. 360,000 tested, 0.46% active. Potency, µM (series often up to 114 µM), for inactives: at the highest dose activity change, negative = inhibition, usual class: inhibitors. Q14191; further: potency means the concentration at half of the fitted maximal effect; on the % scale 0 is the no-effect control and ±100 the full control effect; nearly all actives have a fitted effect of over 55% in size
#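 Primary qHTS, 1536-well format. 20 nM WRN + compound, 15 min RT; start with 100 nM forked fluorophore/quencher duplex, 2 mM ATP (final); kinetic read ex 525/em 598 nm.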
# PI5P4K alpha inh – blocks human PI5P4K alpha kinase activity; P48426; PI5P4Kalpha enzyme, ADP-Glo luminescence, 60 min; active compounds read low; max response, %; 330,000 tested, 1.2% active; active means max response of -50% or lower; inconclusive means between -30% and -50%; inactive means -30% or higher; further: value at the top dose of about 77 µM; on the % scale 0 is the no-effect control and ±100 the full control effect
# Target sequence (P48426 whole entry, looked up): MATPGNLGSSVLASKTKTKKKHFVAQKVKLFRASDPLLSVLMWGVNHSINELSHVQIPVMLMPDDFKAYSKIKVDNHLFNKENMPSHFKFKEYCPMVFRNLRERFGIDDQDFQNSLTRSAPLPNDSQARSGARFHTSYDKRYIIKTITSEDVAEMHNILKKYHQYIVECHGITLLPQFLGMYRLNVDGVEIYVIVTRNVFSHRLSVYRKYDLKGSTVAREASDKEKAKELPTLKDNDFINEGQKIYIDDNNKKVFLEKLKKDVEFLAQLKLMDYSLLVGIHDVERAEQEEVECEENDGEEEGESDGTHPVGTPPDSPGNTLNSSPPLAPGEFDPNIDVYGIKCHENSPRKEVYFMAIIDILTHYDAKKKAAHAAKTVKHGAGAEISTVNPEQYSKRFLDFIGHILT
#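 Compounds were pin-transferred onto PI5P4Kalpha and substrate in HEPES pH 7.4 buffer with EGTA, CHAPS and 5% DMSO. ATP (5 microM final) started the reaction, which ran 60 minutes at room temperature before ADP-Glo detection.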
# EPAC1 agonist – EPAC1 (human) agonism; Potency, µM (highest dose often 154 µM), for inactives: at the top dose activation, actives largely listed as activators; 360,000 tested, 0.073% active; EPAC1 agonist qHTS, biochemical assay; response scale: 100% = response to 6.5 mM cAMP; O95398; further: potency means the concentration at half of the fitted maximal effect; nearly all actives have a fitted effect of over 60% in size
#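 Normalized to 6.5 mM cAMP, activity reflects EPAC1-catalysed release of BODIPY-GDP from Rap1B, followed kinetically over 30 min at 480 nm excitation, 540 nm emission. Reaction contained 100 nM EPAC1, 250 nM Rap1B-BODIPY-GDP, 50 uM GDP.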
# FUS suppressor – suppressors of FUS proteinopathy in yeast. AID 1347120. S. cerevisiae FUS-expressing, growth rescue, OD600, 24 h. Potency, µM (highest dose often 76.6 µM), without a hit: at the top dose growth rescue (activation), usual class: activators. 390,000 tested, 0.24% active;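 further: potency means the concentration at half of the fitted maximal effect; plate controls were DMSO vehicle for no effect and reference control for full effect; nearly all actives have a fitted effect of over 55% in size; some results filed as inactive show a strong effect at the top dose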
#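 Restored growth of FUS-toxic S. cerevisiae, read as 600 nm absorbance after 24 h at 30C in galactose medium (starting OD 0.005). Controls CP55940 and DMSO.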
# Abeta rescue – restores growth of yeast expressing A-beta42 peptide | yeast expressing A-beta42, growth rescue, OD600, 48 h; response scale: 0% DMSO, 100% iron-clioquinol control | Potency, µM (series often up to 46.1 µM), without a hit: at the highest dose growth rescue, hits mostly activators | 410,000 tested, 0.063% active; further: potency means the concentration at half of the fitted maximal effect; nearly all actives have a fitted effect of over 55% in size
#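 Yeast growth medium received pinned compounds, then yeast cells expressing toxic A-beta were added; plates incubated at 30 C for 48 hr. Growth read as absorbance at 600 nm, normalized to DMSO and equimolar FeCl3 plus clioquinol controls.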
# Starred values were filed as active, the others as inactive; ? = inconclusive; . = no result given; [ ] = another dose, or the depositor's remark. Unless noted, the call rests on the fitted dose curve; in most records, active means well fitted curve in the direction sought with a large enough effect; inconclusive means small, poorly fitted or top-dose-only effect, or another doubt; inactive means no such curve, though single readings can be large; an effect the other way counts as inactive or inconclusive.
SMILES,EPAC1 antagonist,IL2 activator,aSyn yeast inh,PLK1 PBD block,WRN helicase inh,PI5P4K alpha inh,EPAC1 agonist,FUS suppressor,Abeta rescue
COc1cccc(NC(=O)C(=O)c2cn(CC(=O)N3CCOCC3)c3ccccc23)c1,-29.2%,-0.1,2.6%,0.2%,-4.8%,7.0,29.5%,19.4%,0.8%
CCc1cccc(C)c1NC(=O)c1cc(=O)[nH]c2ccc(S(=O)(=O)N3CCOCC3)cc12,1.2%,2.1,-0.1%,-8.6%,7.9%,-3.6,-2.1%,-17.8%,-8.7%
CC1CCCCC1NC(=O)c1ccc(-n2cncn2)c([N+](=O)[O-])c1 (stereo not given),9.7%,0.4,-0.1%,-1.9%,9.7%,3.1,-9.5%,8.7%,5.6%
O=C1CSC(c2cccc([N+](=O)[O-])c2)N1c1c(F)cccc1F (stereo not given),11.2%,-0.2,2.2%,-8.3%,1.4%,0.5,-0.8%,-18.7%,11.2%
COc1cc(NC(=O)C2CC(c3cccc(OC)c3OC)=NO2)cc(OC)c1OC (stereo not given),0.9%,-1.4,7.6%,-21.4%,-0.4%,.,-2.0%,24.3%,14.0%
CCCCc1nc2ccc(S(=O)(=O)O)cc2[nH]1,-14.4%,-2.9,1.1%,-8.7%,1.4%,-0.5,-0.7%,-8.4%,0.2%
CC1=C(C)C(c2ccccc2)NC(=S)N1 (stereo not given),-5.0%,1.0,8.0%,-14.4%,5.6%,-4.2,-1.0%,-9.1%,18.3%
Cc1nn(CCC(=O)NNC(=S)NCC(C)C)c(C)c1Br,3.8%,-3.9,-3.9%,-2.7%,1.5%,.,4.4%,27.7%,4.4%
CCCCCCCCCCCCS[C@H]1CS(=O)(=O)C[C@@H]1O,-20.9%,1.6,22.9%,-4.5%,-6.8%,10.8,-26.7%,28.2%,9.0%
COc1ccc(-c2csc(NC(=O)CS(=O)(=O)c3ccccc3)n2)cc1OC,-12.5%,-2.2,1.9%,3.4%,-5.0%,-9.7,0.1%,40.9%,6.9%
Fc1cccc(Nc2nc(Cl)nc(Cl)n2)c1,15.5%,-0.7,-0.9%,3.3%,-6.7%,-13.9,-12.9%,-0.7%,8.9%
COCCNC(=O)C1CCCN(C(=O)c2cc(-c3ccccc3)cs2)CC1 (stereo not given),1.9%,-0.3,3.7%,5.2%,1.7%,-1.5,-2.8%,-4.8%,-7.8%
Cn1c(N)c(C(=O)COC(=O)c2cc(-c3ccco3)nc3ccccc23)c(=O)n(C)c1=O,?,-0.6,-1.4%,?,28.2µM*,-77.5*,-8.9%,?,3.0%
CC(C)(C)OC(=O)N/N=C/c1cccc([N+](=O)[O-])c1,-7.1%,0.1,-5.6%,-15.3%,5.0%,0.1,1.4%,-17.3%,-97.1%[inhibitor]
CCOC(=O)Cc1nnc(-c2ccccc2)o1,13.0%,-4.6,-4.3%,-1.2%,8.1%,0.9,-10.1%,-6.7%,-12.8%
CCOC(=O)C1=C(C)N=c2s/c(=C\c3ccc(O)c([N+](=O)[O-])c3)c(=O)n2C1c1ccccc1OC (stereo not given),-21.9%,0.0,1.6%,?,-14.2%,?,-4.0%,18.6%,-7.9%
O=C(Nc1ccc(Cl)c(Cl)c1)N[C@@H]1CC[C@@H](CCn2cc(C3CCCCC3)nn2)O[C@@H]1CO,-1.8%,-0.8,-0.8%,2.2%,-0.4%,-0.2,-4.2%,?,0.8%
c1ccc(-c2nnc(CSc3nnc(-c4cccs4)o3)o2)cc1,4.7%,-1.7,9.8%,-1.4%,-3.9%,.,13.1%,-6.4%,-5.0%
Cc1ccc2nc(COc3ccc(N(C)S(=O)(=O)c4ccccc4)cc3)cc(=O)n2c1,-12.6%,1.3,-3.7%,-8.9%,-4.1%[11.6 µM],-21.0,-1.2%,7.3%,-3.0%
Cn1nc(C(=O)N2CCN(c3ccccn3)CC2)c2ccccc2c1=O,6.8%,-3.6,1.5%,0.0%,-1.7%,7.4,-4.1%,-3.7%,-2.0%
COc1cc2c(cc1OC)C(c1ccc3c(c1)OCO3)C1=C(CC(C)(C)CC1=O)N2 (stereo not given),3.9%,-2.1,1.0%,-4.6%,-27.6%,3.5,1.8%,.,-7.4%
O=S(=O)(Nc1ccc(-c2csc(-c3ccccc3)n2)cc1)c1ccc(F)cc1,-24.5%,-6.6,-54.2%[inhibitor],-2.2%,-5.6%,1.8,11.0%,.,-54.9%[inhibitor]
O=c1c(Cc2c(F)cccc2Cl)c(O)ccn1Cc1ccc(F)cc1,2.4%,-0.8,3.6%,-1.3%,3.9%,-3.4,-10.3%,-4.8%,-2.3%
CCS(=O)(=O)Nc1ccc2[nH]c(=O)[nH]c2c1,-28.5%,1.2,-2.9%,-7.2%,-2.9%,-7.9,2.8%,-15.3%,-1.5%
CCCCC(=O)Nc1ccc2c(c1)C(=O)NC2=O,-4.1%,-2.6,-5.6%,6.6%,0.4%,1.1,-19.3%,-24.2%,-6.6%

# Entries of single compounds from above. Order of screens: EPAC1 antagonist, IL2 activator, aSyn yeast inh, PLK1 PBD block, WRN helicase inh, PI5P4K alpha inh, EPAC1 agonist, FUS suppressor, Abeta rescue
# Profile of CCCCc1nc2ccc(S(=O)(=O)O)cc2[nH]1 : -14.4%, -2.9, 1.1%, -8.7%, 1.4%, -0.5, -0.7%, -8.4%, 0.2%
# Profile of CC(C)(C)OC(=O)N/N=C/c1cccc([N+](=O)[O-])c1 : -7.1%, 0.1, -5.6%, -15.3%, 5.0%, 0.1, 1.4%, -17.3%, -97.1%[inhibitor]
# Profile of O=c1c(Cc2c(F)cccc2Cl)c(O)ccn1Cc1ccc(F)cc1 : 2.4%, -0.8, 3.6%, -1.3%, 3.9%, -3.4, -10.3%, -4.8%, -2.3%
# Profile of COCCNC(=O)C1CCCN(C(=O)c2cc(-c3ccccc3)cs2)CC1 (stereo not given) : 1.9%, -0.3, 3.7%, 5.2%, 1.7%, -1.5, -2.8%, -4.8%, -7.8%
# Profile of CC1CCCCC1NC(=O)c1ccc(-n2cncn2)c([N+](=O)[O-])c1 (stereo not given) : 9.7%, 0.4, -0.1%, -1.9%, 9.7%, 3.1, -9.5%, 8.7%, 5.6%

# As entered above.
# Abeta rescue, CCCCc1nc2ccc(S(=O)(=O)O)cc2[nH]1 stands at 0.2%
# FUS suppressor, CCc1cccc(C)c1NC(=O)c1cc(=O)[nH]c2ccc(S(=O)(=O)N3CCOCC3)cc12 stands at -17.8%

# Other results.
SMILES,EPAC1 antagonist,IL2 activator,aSyn yeast inh,PLK1 PBD block,WRN helicase inh,PI5P4K alpha inh,EPAC1 agonist,FUS suppressor,Abeta rescue
CS/C(=C/[N+](=O)[O-])Nc1cccc2c1C(C)CC2(C)C (stereo not given),3.5%,-0.5,13.4%,-10.2%,-10.5%,-1.9,-1.0%,5.6%,-6.1%
CN(C)/C=C1/Oc2c(ccc3ccccc23)C1=O,-3.1%,1.4,16.8%,?,-2.5%[57.1 µM],-3.5,-9.7%,-3.6%,0.6%
NC(CCc1ccccc1)c1csc(Nc2ccc(C(F)(F)F)cn2)n1 (stereo not given),-15.2%,-0.8,-35.0%[inhibitor],-9.3%,-8.3%,-9.2,-14.9%,13.0%,-40.7%[inhibitor]
CC(C)N(C)Cc1nnnn1CC(=O)NCCc1cccc(C(F)(F)F)c1,2.7%,-0.2,0.5%,-20.3%,14.2%,-3.4,-7.9%,17.0%,3.6%
C=CCn1c(Oc2ccccc2F)nc2c1c(=O)n(C)c(=O)n2C,-10.1%,-0.2,9.1%,-14.9%,4.9%,-5.4,22.5%,-8.8%,-24.4%
COc1ccccc1OCCSc1nc(N)cc(N)n1,-14.6%,-0.9,3.8%,-1.3%,-5.9%,3.6,-0.8%,5.1%,12.0%
CCOC(=O)C1(CC2CCCCO2)CCN(C(=O)Nc2ccc(SC)cc2)CC1 (stereo not given),-1.6%,-2.2,-2.2%,-10.1%,-3.6%,5.5,-2.0%,26.5%,9.4%
Cc1ccc2cc(CN(CC3CCCO3)S(=O)(=O)c3ccccc3)c3nnnn3c2c1 (stereo not given),3.6%,-1.2,-0.5%,-7.6%,-8.1%,.,14.4%,?,2.7%
CN1CCN(NC(=O)c2cc(-c3cccc(Cl)c3)nc3ccccc23)CC1,-5.6%,-0.8,2.3%,1.1%,-3.7%,7.9,0.5%,2.3%,-4.1%
COC(=O)NNC(=O)COc1ccccc1C,-7.8%,-0.4,-2.5%,-27.1%,1.2%,-1.4,-1.7%,.,-6.6%
CC1CCCC(C(=O)O)N1C(=O)CCSC(=O)c1ccccc1 (stereo not given),4.7%,2.2,4.0%,-1.5%,8.4%,.,4.6%,9.6%,14.2%
CC1(C)C2CCC1(C)C1(C2)NC(=O)c2ccccc2O1 (stereo not given),-18.9%,-4.4,1.4%,-15.7%,-0.5%,0.7,-14.9%,6.4%,0.3%
O=C(CN1CCC(C(O)(c2ccccc2)c2ccccc2)CC1)Nc1cc(Cl)ccc1Cl,5.1%,-0.5,0.6%,-3.7%,-21.4%,.,5.2%,24.7%,2.1%
Cc1cc(OC(=O)c2ccc(Cl)cc2)cc(=O)n1C,0.6%,-0.1,17.5%,?,4.6%,-0.9,28.2%,2.3%,-14.5%
Cn1cc(CNCCN2CCCCC2=O)c(-c2cccc(Cl)c2)n1,8.0%,-0.1,-5.8%,-3.2%,-4.9%,3.5,1.0%,5.8%,-9.3%
O=C(O)CCC(NC(=O)OCc1ccccc1)C(=O)O (stereo not given),5.2%,1.5,5.1%,-5.8%,6.0%,-1.1,1.1%,0.1%,3.5%
CCN(CC)c1ccc(N2C(=NC(=O)C3CC3)SC3CS(=O)(=O)CC32)cc1 (stereo not given),-8.5%,-0.8,-4.2%,-16.3%,7.0%,2.8,-6.0%,5.9%,5.8%
O=C(O)COc1ccccc1/C=N/Nc1ccc(S(=O)(=O)N2CCOCC2)cc1[N+](=O)[O-],-27.3%,-1.7,-9.5%,-14.3%,-3.9%[57.1 µM],-0.1,2.5%,23.9%,1.3%
O=S(=O)(NCc1ccc(F)cc1)c1cc(Br)ccc1Br,-25.9%,-1.2,?,-3.0%,-3.8%,11.2,0.2%,-8.5%,11.2%
